From PubChem BioAssay
PAFAH1B2 inh: blocks human PAF acetylhydrolase 1b catalytic subunit 2 | P68402 | recombinant PAFAH1B2, FP-rhodamine activity probe, fluorescence polarization | inhibition, % at 3.39 µM | 1.2% of 340,000 active | AID 492953;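 active = inhibition above the mean of all tested compounds plus 3 SD, cut at about 24% in these data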;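 note: 0% = enzyme with DMSO and 100% = wells lacking PAFAH1B2; many of its hits are not listed in these tables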
Target sequence (P68402 whole entry, looked up): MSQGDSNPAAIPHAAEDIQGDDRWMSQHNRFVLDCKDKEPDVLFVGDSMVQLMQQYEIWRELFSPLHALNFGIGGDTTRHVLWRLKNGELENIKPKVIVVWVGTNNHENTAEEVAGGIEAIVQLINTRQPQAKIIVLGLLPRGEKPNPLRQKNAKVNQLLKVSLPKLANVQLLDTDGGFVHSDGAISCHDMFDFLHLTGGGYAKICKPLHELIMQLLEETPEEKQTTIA
PREPL inh: human PREPL enzyme inhibition | Q4J6C6 | recombinant PREPL, fluorescence polarization activity-based probe | inhibition, % at 5.96 µM | 0.68% of 320,000 active; in the data active = inhibition above about 43%;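 note: 0% = enzyme with DMSO and 100% = wells lacking enzyme; many of its hits are not listed in these tables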
PAFAH1B3 FP inh: inhibitors of human PAFAH1B3 | 0.28% of 340,000 active | recombinant PAFAH1B3, FP-rhodamine probe, fluorescence polarization | AID 492972 | inhibition, % at 3.39 µM;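 active = inhibition above the screen-wide average of all tested compounds plus 3 SD, cut at about 25% in these data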;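 note: 0% = enzyme with DMSO only and 100% = wells lacking PAFAH1B3 protein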
LYPLA2 inh: blocks human lysophospholipase 2, a PME1 counter-screen; recombinant LYPLA2, FP-Rh probe fluorescence polarization; inhibition, % at 5.9 µM; 0.38% of 320,000 active;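 active = inhibition above the screen-wide mean plus 3 SD, limit set per campaign, cut at about 26% in these data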;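 note: 0% = LYPLA2 with DMSO and 100% = wells lacking LYPLA2 enzyme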
pPAFAH FP inh: pPAFAH (human) enzyme inhibition; recombinant pPAFAH, FP-rhodamine probe fluorescence polarization; Q13093; AID 463082; 1.5% of 330,000 active; inhibition, % at 3.39 µM;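 active = inhibition above the mean inhibition across the screen plus 3 SD, cut at about 25% in these data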;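 note: inhibitors block binding of the rhodamine activity-based probe so polarization drops; 0% = enzyme with DMSO and 100% = wells lacking pPAFAH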
LYPLA1 counter: LYPLA1 (human) inhibition in PME1 counter-screen; O75608; recombinant LYPLA1, FP-Rh probe fluorescence polarization; AID 2174; 0.16% of 320,000 active; inhibition, % at 5.9 µM;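 active = inhibition above the mean of all tested compounds plus 3 SD, set per campaign, cut at about 14% in these data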;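 note: inhibitors block serine hydrolase probe labeling of LYPLA1 so polarization falls; 0% = enzyme with DMSO and 100% = wells lacking LYPLA1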
Target sequence (O75608 whole entry, looked up): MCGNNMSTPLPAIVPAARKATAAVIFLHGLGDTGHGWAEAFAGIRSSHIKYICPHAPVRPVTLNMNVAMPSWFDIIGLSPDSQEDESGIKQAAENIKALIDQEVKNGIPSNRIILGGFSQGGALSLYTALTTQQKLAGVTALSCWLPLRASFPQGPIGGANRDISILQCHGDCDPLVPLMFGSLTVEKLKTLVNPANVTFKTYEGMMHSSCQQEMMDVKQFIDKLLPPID
PAD4 inh: blocks human protein arginine deiminase 4; Q9UM07; recombinant PAD4, RCA probe fluorescence polarization; inhibition, % at 6.36 µM; 0.41% of 330,000 active; AID 485272;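 active = percent inhibition above a cutoff equal to the mean of all tested compounds plus 3 SD, cut at about 15% in these data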;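 note: 0% = PAD4 with RCA probe and DMSO and 100% = probe without PAD4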
Target sequence (Q9UM07 whole entry, looked up): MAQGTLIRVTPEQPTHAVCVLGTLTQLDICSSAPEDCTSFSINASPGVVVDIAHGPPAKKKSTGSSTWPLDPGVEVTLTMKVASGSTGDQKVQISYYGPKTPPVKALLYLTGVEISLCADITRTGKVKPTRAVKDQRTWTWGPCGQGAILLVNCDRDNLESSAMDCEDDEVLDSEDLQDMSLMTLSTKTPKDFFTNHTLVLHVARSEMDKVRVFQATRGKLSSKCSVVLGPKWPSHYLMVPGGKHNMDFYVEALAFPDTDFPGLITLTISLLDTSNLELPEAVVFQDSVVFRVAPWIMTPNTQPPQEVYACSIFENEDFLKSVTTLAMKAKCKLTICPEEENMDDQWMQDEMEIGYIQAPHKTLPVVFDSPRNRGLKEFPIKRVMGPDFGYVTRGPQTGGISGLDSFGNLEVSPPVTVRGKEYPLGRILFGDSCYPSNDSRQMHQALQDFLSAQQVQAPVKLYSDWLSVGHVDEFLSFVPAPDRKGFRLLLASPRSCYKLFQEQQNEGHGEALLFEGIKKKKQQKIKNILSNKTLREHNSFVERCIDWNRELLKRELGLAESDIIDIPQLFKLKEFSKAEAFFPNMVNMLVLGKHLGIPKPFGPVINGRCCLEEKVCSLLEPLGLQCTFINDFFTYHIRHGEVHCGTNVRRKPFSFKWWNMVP
GSTO1 inh: counter-screen for RBBP9 inhibitors: inhibitors of human GSTO1 | P78417 | recombinant GSTO1, activity-based probe fluorescence polarization | inhibition, % at 5.96 µM | 1.1% of 300,000 active;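 active = inhibition above the campaign mean inhibition plus 3 SD, cut at about 35% in these data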;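 note: 0% = GSTO1-1 with DMSO and 100% = wells lacking GSTO1-1 enzyme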
PME-1 primary: blocks human protein phosphatase methylesterase 1 | inhibition, % at 5.9 µM | AID 2130 | 0.53% of 320,000 active | Q9Y570 | recombinant PME-1, FP-Rh probe fluorescence polarization;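 active = inhibition above the campaign mean of all compounds plus 3 SD, cut at about 26% in these data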;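 note: competitive labeling of PME-1 active site by serine hydrolase directed probe; 0% = PME-1 with DMSO and 100% = wells lacking PME-1 enzyme; inhibitors block probe labeling so polarization falls and inhibition rises; many of its hits are not listed in these tables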
An asterisk follows results filed as active; . = not tested or not shown.

SMILES	PAFAH1B2 inh	PREPL inh	PAFAH1B3 FP inh	LYPLA2 inh	pPAFAH FP inh	LYPLA1 counter	PAD4 inh	GSTO1 inh	PME-1 primary
Cc1ccc(OCC(=O)N2CCCC(CO)(CCOc3ccccc3)C2)cc1 (configuration not stated)	3.6	-12.9	-6.4	5.6	-1.2	1.6	-1.9	11.6	1.5
COc1ccc(NS(=O)(=O)c2cn(C)c(=O)n(C)c2=O)cc1	7.9	9.9	3.9	-2.7	2.2	-2.5	-8.1	-2.8	2.8
CN(C)C(=O)c1ccc(COc2ccccc2Br)o1	1.1	15.1	-0.6	-3.2	-0.3	-2.4	2.8	10.3	2.4
O=C(O)c1cc(NCc2ccc3c(c2)OCO3)ccc1N1CCOCC1	17.6	13.2	2.8	3.5	6.6	8.0	4.1	12.8	-3.0
COc1cccc(C2=NOC(C(=O)NCc3ccccc3)C2)c1 (configuration not stated)	3.4	3.0	-0.3	-2.9	7.0	-0.5	1.0	4.4	1.9
CCCCCn1c(Sc2nc3ccccc3s2)nc2c1c(=O)[nH]c(=O)n2C	2.8	-2.8	7.2	5.1	1.4	-1.7	-1.6	0.6	-0.3
CC1CN(CC(=O)N2CCc3[nH]c4ccccc4c3C2)CC(C)O1 (configuration not stated)	0.1	23.9	1.6	0.2	1.8	4.1	-19.1	-0.6	-1.0
Nc1c(C(=O)Nc2ccc3c(c2)OCCO3)nnn1Cc1ccccc1	0.8	1.1	3.1	-6.6	5.8	-0.5	-0.1	-1.9	1.3
Oc1c(C=NCc2ccncc2)sc2ccccc12	.	10.8	.	-7.3	-1.3	-5.4	15.6*	3.5	2.2
CC(CCc1ccccc1)NC(=O)COC(=O)C(CCC(N)=O)NC(=O)c1ccc(F)cc1 (configuration not stated)	1.3	5.7	0.6	6.5	2.4	4.5	1.6	.	2.0
COC(=O)c1ccccc1NC(=O)CSc1nc(Nc2ccccc2)nc(N2CCOCC2)n1	-4.2	0.3	-2.6	-11.8	-1.0	-4.3	-0.1	1.0	-9.9
C=CCOc1ccc(/C=C/C(=O)OCC(=O)NCc2cccc(OC)c2)cc1	4.7	7.0	2.7	-0.5	3.0	-0.2	5.4	.	6.3
COc1ccc(N2CCN(C(=O)c3ccccc3N(C)S(=O)(=O)c3ccccc3)CC2)cc1	-0.8	36.2	9.6	5.2	1.6	1.2	1.1	1.9	-0.8
COc1ccc(OC)c(N(CC(=O)NCCSC2CCCCC2)S(=O)(=O)c2ccccc2)c1	4.2	1.1	8.2	6.7	9.1	-3.2	1.5	2.3	0.3
CC1CN(c2nnnn2-c2ccccc2)CC(C)O1 (configuration not stated)	-2.9	2.6	7.1	2.7	6.3	-1.4	-1.2	11.2	0.7
COc1ccc(Oc2nc(-c3ccncc3)nc3ccccc23)cc1	.	10.1	.	1.9	7.8	-1.7	4.1	3.2	1.8
COC(=O)C1CCN(C(=O)COC(=O)C2CCN(S(=O)(=O)c3c(Cl)cccc3Cl)CC2)CC1	2.0	3.3	-0.4	4.1	9.8	-0.4	-0.4	4.0	-5.4
Cn1c(=O)c2c(nc(Sc3nc4ccccc4n3CC(=O)N3CCCCC3)n2C)n(C)c1=O	0.5	6.9	7.8	-5.7	-9.8	4.0	-6.9	-3.0	0.4
CCCC(=O)Nc1sc(C)c(C)c1C#N	1.9	7.8	2.2	-3.7	1.4	3.7	-3.3	-8.4	-2.5
COc1ccc2cc(-c3cc(C(=O)OCC(=O)NC4CCS(=O)(=O)C4)c4ccccc4n3)ccc2c1 (configuration not stated)	-0.1	46.3*	-1.9	-1.5	-11.4	-3.8	3.0	-9.4	-10.9
CN(C)c1nc(OCCNC(=O)Nc2ccccc2)nc(N2CCCCC2)n1	0.5	0.1	6.6	-8.8	-5.9	-4.8	7.4	9.2	1.4
OC1(c2cccnc2)CCN(Cc2nnnn2C2CCCCC2)CC1	2.3	-4.6	10.4	-5.7	4.0	0.6	-2.3	1.9	0.7
Cc1cccc(NC(=O)CN(CC2CCCO2)C(=O)c2oc3ccc(F)cc3c2C)c1C (configuration not stated)	0.2	3.8	2.8	10.5	-0.5	-2.0	-4.1	.	6.0
CC(C)NC(=O)NC(=O)CSc1nnc(-c2ccccc2F)n1N	1.3	-1.0	-1.7	2.0	2.0	-0.5	3.6	-6.0	-7.1
CC1CN(C(=O)/C=C/c2ccc3c(c2)OCO3)CC(C)O1 (configuration not stated)	-2.0	14.0	10.6	1.5	-2.4	-0.2	4.0	2.4	-0.6
SMILES	PAFAH1B2 inh	PREPL inh	PAFAH1B3 FP inh	LYPLA2 inh	pPAFAH FP inh	LYPLA1 counter	PAD4 inh	GSTO1 inh	PME-1 primary
Nc1c(-c2ccccc2)c(CN2CCOCC2)nn1-c1ccc(C(=O)O)cc1	3.2	6.2	9.2	2.6	-4.3	0.8	4.8	12.4	-0.5
COc1ccc2[nH]cc(C(=O)CN3CCN(C4CCCCC4)CC3)c2c1	2.2	18.6	3.1	-8.7	-7.6	-0.8	2.3	7.3	-3.6
CCCCCCc1ccc(N2C[C@H](C)[C@@H](CC(=O)NCc3ccccc3)C2=O)cc1	-7.4	0.1	10.3	-2.2	19.5	-0.2	1.4	4.0	8.0
N#Cc1ccc(OCCN2CCc3ccccc3C2)cc1	8.3	9.7	1.2	-1.3	9.2	-1.5	-1.0	1.7	4.7
Cc1sc2nc(SCC(=O)Nc3ccccc3F)[nH]c(=O)c2c1C	1.7	-4.0	4.1	2.3	2.9	-1.4	-2.4	-3.3	2.9
COc1ccc(S(=O)(=O)N2CCC(C(=O)NCc3ccncc3)CC2)cc1	2.3	1.7	3.9	-4.0	6.6	-1.0	-0.6	2.1	-0.3
Cc1ccc(Nc2nc(C)cc(C)c2C(N)=O)cc1	2.4	1.2	4.6	4.6	2.1	5.4	3.7	1.1	3.7
O=C(NC1CCCC1)C(c1ccc(O)cc1)N(CC1CCCO1)C(=O)C1COc2ccccc2O1 (configuration not stated)	-0.4	10.0	9.5	-3.1	-4.7	-2.2	-4.1	-1.6	1.5
CCN(CC)S(=O)(=O)c1ccc(-c2nnc(SCc3nnc(-c4ccc(C)cc4)o3)n2CC)cc1	0.1	16.0	3.5	4.5	2.9	3.3	-0.7	5.0	6.1
Cn1c(Cn2c(=O)sc3ccccc32)nnc1SCC(=O)NC1CCCCC1	-1.7	2.0	8.6	-1.4	-0.7	-1.4	3.0	-1.3	1.8
N/C(COc1ccc(C(=O)O)cc1)=N\O	6.2	3.1	-1.9	1.1	3.4	2.0	1.3	-0.4	0.3
Cc1c(O)cc2c(c1O)C(=O)CC(c1ccccc1)O2 (configuration not stated)	4.3	-24.5	1.9	3.1	5.1	3.4	1.7	5.6	2.2
CN(C(=O)COC(=O)c1ccc(C(C)(C)C)cc1)C1CCS(=O)(=O)C1 (configuration not stated)	8.4	1.7	1.5	-0.1	-0.5	-1.5	-2.2	1.2	-6.3
CC(=O)NCCCc1nc2ccccc2n1Cc1ccccc1F	5.7	15.7	2.7	-0.5	1.2	-2.2	-0.5	-1.4	2.0
CCc1cccc(CC)c1NC(=O)CN1CCN(S(=O)(=O)c2ccccc2)CC1	1.4	1.9	-4.9	5.3	7.2	2.1	1.4	3.2	12.2
Cc1ccc(NC(=O)CN2CCc3ccccc3C2)cc1F	1.9	-9.7	2.8	-1.5	3.5	-0.4	-9.3	13.3	-2.3
CCOC(=O)N1CCC(NC(=O)C2=CCN(S(=O)(=O)c3ccc(F)cc3)CC2)CC1	0.5	14.4	3.3	-12.5	-7.2	-6.3	1.0	9.0	10.5
Cc1ccc(NC(=S)N2CCC(NC(=O)c3ccco3)CC2)cc1C	1.7	-0.2	4.2	-3.7	6.9	1.9	2.6	9.7	-0.9
CCc1nnc(NC(=O)C(CC)c2ccccc2)s1 (configuration not stated)	12.3	-6.9	-1.1	0.3	-0.6	1.8	-0.1	-3.8	-3.9
Cc1ccc(OCc2ccc(-c3ccccc3)cc2)c([N+](=O)[O-])n1	2.7	8.1	-3.2	-2.1	2.7	-2.9	3.0	-2.2	-6.6
Cc1ccc(Oc2nnc(-c3cccs3)c3ccccc23)cc1C	4.3	0.3	8.2	0.8	1.2	-0.3	0.3	13.5	-2.1
Cc1ccc(CNC(=O)CCCC(=O)O)cc1	4.0	0.9	4.4	4.1	-1.4	-1.2	2.2	1.4	1.9
CC1C(=O)N2CCCc3cc(NC(=O)C(=O)NCc4ccc5c(c4)OCO5)cc1c32 (configuration not stated)	4.4	24.4	-1.2	-7.0	12.1	-4.6	4.0	7.9	1.5
O=C(NCC1CCN(Cc2ccccc2F)CC1)C1CCCN(c2ncnc3c2nc2n3CCCCC2)C1 (configuration not stated)	0.9	14.5	8.5	-7.7	1.0	-2.2	-7.5	-1.7	-2.1
COc1cc(/C=C2/C(=N)N3C(=NC2=O)SN=C3S(C)(=O)=O)ccc1OS(=O)(=O)c1ccc(C)cc1	22.8	-5.8	-1.5	-14.7	11.2	-6.0	-6.7	-35.6	-8.9

3 compounds from above, arranged by heavy-atom count, high to low.
SMILES	PAFAH1B2 inh	PREPL inh	PAFAH1B3 FP inh	LYPLA2 inh	pPAFAH FP inh	LYPLA1 counter	PAD4 inh	GSTO1 inh	PME-1 primary
COC(=O)c1ccccc1NC(=O)CSc1nc(Nc2ccccc2)nc(N2CCOCC2)n1	-4.2	0.3	-2.6	-11.8	-1.0	-4.3	-0.1	1.0	-9.9
COc1cccc(C2=NOC(C(=O)NCc3ccccc3)C2)c1 (configuration not stated)	3.4	3.0	-0.3	-2.9	7.0	-0.5	1.0	4.4	1.9
CCCC(=O)Nc1sc(C)c(C)c1C#N	1.9	7.8	2.2	-3.7	1.4	3.7	-3.3	-8.4	-2.5

(next part)
SMILES	PAFAH1B2 inh	PREPL inh	PAFAH1B3 FP inh	LYPLA2 inh	pPAFAH FP inh	LYPLA1 counter	PAD4 inh	GSTO1 inh	PME-1 primary
Cc1c(NC(=O)CSC(=S)N2CCCC2)c(=O)n(-c2ccccc2)n1C	3.1	2.8	7.2	2.3	0.7	-1.3	-0.5	-1.9	2.3
Cc1cccc(N2CCN(C(=O)c3cccc(S(=O)(=O)N4CCc5ccccc5C4)c3)CC2C)c1 (configuration not stated)	-0.8	5.3	-1.8	5.4	3.5	4.5	0.5	2.0	-1.5
COc1ccc(N2CCN(CCNC(=O)CCS(=O)(=O)c3cccc4nsnc34)CC2)cc1	.	12.0	.	-0.8	-1.1	3.0	1.5	3.6	2.5
CC1=C([N+](=O)[O-])C(c2ccccc2)C2=C(N1)c1ccccc1C2=O (configuration not stated)	0.1	16.3	4.7	0.3	14.6	-10.3	0.0	0.4	25.8
O=C(Cn1cnc2ccccc2c1=O)NCCC(=O)Nc1ccccc1C(F)(F)F	-0.6	-17.6	6.6	-4.2	0.8	-4.4	-2.9	2.6	-1.0
COc1ccc(NC(=O)C2OC3OC(C)(C)OC3C3OC(C)(C)OC23)cc1 (configuration not stated)	2.9	14.0	5.2	4.9	3.8	2.9	5.0	3.5	-1.1
COCCCn1c(=S)[nH]c2sc3c(c2c1=O)CCCC3	3.6	12.6	12.9	6.2	8.3	-0.9	3.5	0.9	6.0
O=C(NC(=S)Nn1cnnc1)c1cccc(Br)c1	4.6	-5.5	14.2	3.0	-4.1	-0.5	-0.8	2.6	-0.2
COC(=O)c1ccc(NC(=O)C(=O)c2c[nH]c3ccccc23)cc1	0.8	0.0	0.7	-0.6	-1.5	1.8	-1.0	0.5	3.4
Cc1cccc(NC(=O)CN(C)S(=O)(=O)c2ccc(Br)cc2)n1	20.5	1.8	2.8	-6.6	4.1	-1.6	5.3	-1.4	4.8
Cc1cc(=O)[nH]c(N2CCN(C(=O)c3ccco3)CC2)n1	1.1	2.8	8.9	-2.8	1.2	-3.0	-3.1	-5.2	-5.2

These rows are one share of the data; rates above refer to the full screens.
